Screening results from PubChem.
LANA DNA inh – KSHV C-LANA DNA binding inhibition; hit rate 0.078% among 340,000; MBP-C-LANA/FAM-LBS DNA binding, fluorescence polarization; inhibition, % at 9 µM; AID 504423;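 active means highest replicate inhibition at or above 60% at 9 µM, even if other replicates fall short; inactive means all replicates below 60% inhibition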;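 further: 0% = neutral control wells and 100% = 4 µM acridine orange control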
dFosB activator – enhances mouse delta FosB homodimer DNA binding. P13346. purified delta FosB, TAMRA-CDK5 oligo fluorescence polarization; percent of positive-control signal above neutral wells. activation, % at 25 µM. AID 493131. hit rate 0.99% among 340,000;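 active means mean activation above about 17%, with every replicate also reaching it, limit read from the data, passing the limit was not always enough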;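 further: fluorescence polarization rise as delta FosB binds a TAMRA Cdk5 AP-1 oligo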
RTF Ca sens act – increases calcium sensitivity of human cardiac regulated thin filaments | P19429+P45379 | IANBD-labeled TnC RTF fluorescence at EC20 calcium; 0% EC20 calcium, 100% full calcium | activation, % at 7.2 µM | hit rate 0.24% among 340,000 | AID 493008;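 active means activation above the mean over all tested compounds plus 3 SD, cut at about 30% in these data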;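 further: rise in fluorescence read as greater calcium sensitivity of cardiac thin filaments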
Keap1-Nrf2 PPI – inhibitors of human Keap1-Nrf2 protein-protein interaction; Q14145; Keap1 Kelch-Nrf2 peptide fluorescence polarization, 1536-well; inhibition, % at 9.4 µM; hit rate 0.15% among 340,000; AID 504523; in the data active means inhibition above about 12%;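 further: human Keap1 Kelch domain with fluorescein labeled Nrf2 9mer peptide probe; 0% = neutral control wells and 100% = peptide positive control; higher means more block of Keap1 binding to Nrf2 peptide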
NSD2 inh – inhibitors of human histone methyltransferase NSD2; O96028; NSD2 peptide methylation, AlphaScreen, 120 min; inhibition, % at 12.5 µM; hit rate 0.54% among 310,000; in the data active means inhibition above about 50%
Mot1-301 SUMO – blocks SUMOylation pathway, rescuing yeast Mot1-301 growth. S. cerevisiae Mot1-301 growth rescue, ATP luminescence, 38.5C; percent above DMSO median, 100 means doubled. growth rescue, % at 18.8 µM. hit rate 1% among 320,000;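 active means every valid replicate shows activation above 250% relative to neutral control wells; inactive means the rest, any valid replicate at or below 250%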;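 further: OY570 slx delta 5 strain wells were the positive control but not used for scaling; some compounds called inactive have numbers as strong as hits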
Rtt109 Vps75 – C. albicans Rtt109 histone acetyltransferase inhibition; inhibition, % at 34.9 µM; purified Rtt109/Vps75, ThioGlo CoA-SH fluorescence, 4 h; hit rate 0.16% among 330,000; Q5AAJ8;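 active means inhibition of at least 50% in every replicate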
Target sequence (Q5AAJ8 whole entry, looked up): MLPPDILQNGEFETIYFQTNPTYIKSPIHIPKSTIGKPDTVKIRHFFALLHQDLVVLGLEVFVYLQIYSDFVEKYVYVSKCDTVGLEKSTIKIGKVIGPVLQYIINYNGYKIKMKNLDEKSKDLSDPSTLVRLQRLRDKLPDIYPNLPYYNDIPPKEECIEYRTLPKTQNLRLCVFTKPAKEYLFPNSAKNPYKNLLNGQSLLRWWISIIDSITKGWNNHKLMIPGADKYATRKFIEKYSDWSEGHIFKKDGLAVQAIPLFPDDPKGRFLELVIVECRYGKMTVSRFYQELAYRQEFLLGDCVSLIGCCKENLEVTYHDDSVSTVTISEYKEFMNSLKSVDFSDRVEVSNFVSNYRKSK
PvdQ acylase – P. aeruginosa PvdQ acylase inhibition. purified PvdQ acylase, fluorescence plate reader. inhibition, % at 10 µM. hit rate 0.063% among 340,000. AID 488965; in the data active means inhibition above about 30%, passing the limit was not always enough;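 further: 0% = vehicle neutral wells and 100% = reference inhibitor wells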
RTF Ca sens inh – cardiac RTF calcium desensitization; P19429+P45379; IANBD-labeled cardiac RTF, Ca2+ fluorescence; inhibition, % at 7.15 µM; hit rate 0.12% among 340,000; AID 493244;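 active means inhibition above the mean inhibition of all tested compounds plus 3 SD, cut at about 17% in these data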;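 further: assay run at fixed EC70 calcium of 1.6 mM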
PfHsp90 set2 – inhibits growth of yeast expressing Plasmodium falciparum Hsp90 | S. cerevisiae expressing PfHsp90, BacTiter-Glo ATP, 48 h; yeast lacking PDR1 and PDR3 efflux regulators | AID 504621 | hit rate 0.32% among 310,000 | inhibition, % at 9.4 µM;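 active means every replicate shows inhibition above about 80%, whatever the replicate mean, limit read from the data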;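 further: 0% = DMSO neutral controls and 100% = 20 µM radicicol positive controls; yeast relying on Plasmodium falciparum Hsp90 in place of its own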
CDK5 inh – blocks human CDK5/p35 kinase activity. Q00535+Q15078. Recombinant CDK5/p35, ADP-Glo luminescence, 60 min. inhibition, % at 10 µM. hit rate 0.01% among 330,000;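 active means highest replicate inhibition of at least 50% and at least 75% of replicates reaching 50%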;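 further: plate controls were DMSO neutral control for no effect and GW8510 at 10 µM for full effect; many of its hits are not listed in these tables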
Target sequence (Q00535 whole entry, looked up): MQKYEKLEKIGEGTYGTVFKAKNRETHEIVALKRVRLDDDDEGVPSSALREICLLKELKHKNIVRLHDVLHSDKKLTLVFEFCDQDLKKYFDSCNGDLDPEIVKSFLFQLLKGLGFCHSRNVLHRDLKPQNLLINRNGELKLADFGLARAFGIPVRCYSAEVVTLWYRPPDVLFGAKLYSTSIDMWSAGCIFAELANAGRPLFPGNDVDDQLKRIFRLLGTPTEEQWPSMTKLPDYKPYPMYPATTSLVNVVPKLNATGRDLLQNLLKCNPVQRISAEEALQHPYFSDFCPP
Target sequence (Q15078 whole entry, looked up): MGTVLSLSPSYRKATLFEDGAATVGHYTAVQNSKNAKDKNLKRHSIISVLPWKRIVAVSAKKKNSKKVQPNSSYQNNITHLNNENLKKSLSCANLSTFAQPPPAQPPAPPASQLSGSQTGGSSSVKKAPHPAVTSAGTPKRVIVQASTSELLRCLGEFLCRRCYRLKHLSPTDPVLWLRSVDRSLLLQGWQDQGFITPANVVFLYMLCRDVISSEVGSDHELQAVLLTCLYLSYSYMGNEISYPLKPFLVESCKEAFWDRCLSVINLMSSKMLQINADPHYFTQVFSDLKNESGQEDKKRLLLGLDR
Active calls of the source: *; . = no result given. Rows are unselected; overall some 3.2% were active at least once.

Codes: A = LANA DNA inh; B = dFosB activator; C = RTF Ca sens act; D = Keap1-Nrf2 PPI; E = NSD2 inh; F = Mot1-301 SUMO; G = Rtt109 Vps75; H = PvdQ acylase; I = RTF Ca sens inh; J = PfHsp90 set2; K = CDK5 inh
O=C(Nc1cccc(O)c1)c1noc2c1CCCCC2
  A: -1.4	B: -5	C: -14	D: -3	E: -1	F: -48	G: 50	H: 9	I: 2	J: 17	K: 6.3

CC1CCN(S(=O)(=O)c2cccc(C(=O)N(C)C3CCS(=O)(=O)C3)c2)CC1 (stereo not given)
  A: 0.0	B: -2	C: -1	D: -7	E: -2	F: -8	G: -15	H: -16	I: -9	J: -22	K: -0.8

COc1ccc(CC2C(=O)OC(C)(C)OC2=O)c(Cl)c1OC
  A: 1.3	B: 5	C: -2	D: -8	E: -2	F: 10	G: 2	H: -19	I: -10	J: -15	K: -1.1

CCc1ccc(-c2cc(C)no2)cc1S(=O)(=O)NCCc1ccccc1
  A: 2.0	B: -7	C: -8	D: -3	E: 0	F: -1	G: -5	H: -1	I: 2	J: -16	K: .

Cc1cccc(/C=C/c2nc3ccccc3c(=O)[nH]2)c1
  A: 1.5	B: -24	C: -3	D: -3	E: -10	F: 10	G: -16	H: -5	I: -7	J: -17	K: -1.3

CCC(=O)NCCc1nc2cc(NC(=O)Nc3ccccc3)ccc2n1C
  A: 0.4	B: -2	C: 5	D: 1	E: -4	F: 0	G: 6	H: -17	I: -12	J: -6	K: 0.8

CC(C)(C)c1ccc(/C=C/C(=O)NC2=NCCS2)cc1
  A: -1.0	B: -5	C: -1	D: -8	E: -3	F: -6	G: -2	H: -14	I: -2	J: -77	K: -0.3

Cc1noc(C)c1COc1cccc(C(=O)Nc2ccc(Br)cc2F)c1
  A: -2.0	B: -1	C: -3	D: -2	E: -2	F: 144	G: -4	H: 3	I: -5	J: -37	K: -1.1

O=C(c1ccc(Cl)cc1[N+](=O)[O-])N1CCN(c2ccccn2)CC1
  A: 1.2	B: -7	C: 2	D: -12	E: 0	F: 5	G: .	H: -1	I: -2	J: -94	K: -3.7

COc1ccc(NC(=O)c2nc[nH]c2C(=O)N2CCN(c3ccccc3)CC2)cc1
  A: 0.0	B: 2	C: 3	D: -7	E: .	F: 192	G: -9	H: -8	I: -9	J: 24	K: -0.3

CCc1ccc(N2CC(C(=O)OCC(=O)Nc3ccc(C(C)=O)cc3)CC2=O)cc1 (stereo not given)
  A: -1.1	B: -13	C: -1	D: 0	E: -3	F: 55	G: -1	H: -17	I: 2	J: 11	K: -0.3

Cc1nc2n(COCCO)cnn2c(=O)c1Br
  A: 2.7	B: 10	C: 0	D: 5	E: -2	F: 40	G: -15	H: 8	I: -4	J: 0	K: 0.6

CCC(=O)c1cc2c(cc1NC(=O)c1ccc(C)cc1)OCCO2
  A: 3.6	B: -5	C: 8	D: -2	E: -1	F: -9	G: 1	H: -7	I: 1	J: .	K: 0.7

CC(=O)[C@H]1[C@H]([C@H](O)[C@H](O)CO)O[C@](O)(C(=O)O)C[C@@H]1O
  A: 1.5	B: -3	C: 0	D: 1	E: .	F: -1	G: 4	H: 2	I: -5	J: -6	K: -1.4

NNC(=O)c1ccc(COc2ccc3c(c2)CCC3)cc1
  A: -1.1	B: -10	C: 2	D: 4	E: 1	F: 3	G: 24	H: -1	I: 17*	J: 6	K: 0.5

Cc1noc(NS(=O)(=O)c2ccc(NC(=O)CCC3CCCC3)cc2)c1C
  A: 0.1	B: -6	C: 0	D: -5	E: -1	F: .	G: -2	H: -13	I: -6	J: -13	K: 1.1

COc1ccccc1CNC(=O)CN(C)S(=O)(=O)c1cccc2cccnc12
  A: -1.1	B: 7	C: -5	D: -2	E: 0	F: 9	G: 7	H: 11	I: 5	J: 4	K: -0.6

Nc1nonc1-c1nc2ccccc2n1Cc1ccc(F)cc1Cl
  A: 0.1	B: -2	C: -1	D: 0	E: -1	F: -7	G: -9	H: -8	I: -2	J: 4	K: -0.3

Nc1c(Cl)ncnc1N1CCCC1
  A: -1.3	B: 2	C: -1	D: -1	E: 1	F: -2	G: -7	H: 1	I: -5	J: -5	K: -2.2

COc1cccc(CCNC(=O)CCc2nnc(Cc3cc(OC)ccc3OC)o2)c1
  A: 2.5	B: -5	C: -1	D: -2	E: -1	F: 4	G: -6	H: -20	I: -5	J: 9	K: 1.5

CCCCP(=O)(CCCC)c1ccccc1C(=O)O
  A: -0.9	B: 2	C: -6	D: 1	E: -1	F: 13	G: -7	H: -4	I: -5	J: -2	K: 0.8

COCCCNC(=O)CSc1c2c(nc3ccc(Cl)cc13)CCCC2
  A: 0.6	B: -5	C: 3	D: -94	E: 1	F: 1	G: -99	H: -9	I: -7	J: 1	K: -1.8

Nc1nc(SC23CC4CC(CC(C4)C2)C3)ns1
  A: -5.4	B: 4	C: 1	D: -4	E: -2	F: -11	G: -5	H: 4	I: -3	J: -15	K: 0.1

O=C(O)c1ccccc1C(=O)c1ccc(Sc2ccc(Cl)cc2)c([N+](=O)[O-])c1
  A: 1.4	B: -5	C: 0	D: -3	E: 12	F: -4	G: -1	H: -10	I: -1	J: -3	K: 0.0

O=C(NC1CCC(O)CC1)c1ccc2c(c1)S(=O)(=O)N=C1CCCCCN12 (stereo not given)
  A: -0.2	B: -4	C: 0	D: -3	E: 1	F: -11	G: -7	H: -12	I: -2	J: 15	K: -2.6

4 entries from above, as labelled records:
Cc1cccc(/C=C/c2nc3ccccc3c(=O)[nH]2)c1
  LANA DNA inh = 1.5
  dFosB activator = -24
  RTF Ca sens act = -3
  Keap1-Nrf2 PPI = -3
  NSD2 inh = -10
  Mot1-301 SUMO = 10
  Rtt109 Vps75 = -16
  PvdQ acylase = -5
  RTF Ca sens inh = -7
  PfHsp90 set2 = -17
  CDK5 inh = -1.3

CCC(=O)NCCc1nc2cc(NC(=O)Nc3ccccc3)ccc2n1C
  LANA DNA inh = 0.4
  dFosB activator = -2
  RTF Ca sens act = 5
  Keap1-Nrf2 PPI = 1
  NSD2 inh = -4
  Mot1-301 SUMO = 0
  Rtt109 Vps75 = 6
  PvdQ acylase = -17
  RTF Ca sens inh = -12
  PfHsp90 set2 = -6
  CDK5 inh = 0.8

CC(C)(C)c1ccc(/C=C/C(=O)NC2=NCCS2)cc1
  LANA DNA inh = -1.0
  dFosB activator = -5
  RTF Ca sens act = -1
  Keap1-Nrf2 PPI = -8
  NSD2 inh = -3
  Mot1-301 SUMO = -6
  Rtt109 Vps75 = -2
  PvdQ acylase = -14
  RTF Ca sens inh = -2
  PfHsp90 set2 = -77
  CDK5 inh = -0.3

Cc1noc(C)c1COc1cccc(C(=O)Nc2ccc(Br)cc2F)c1
  LANA DNA inh = -2.0
  dFosB activator = -1
  RTF Ca sens act = -3
  Keap1-Nrf2 PPI = -2
  NSD2 inh = -2
  Mot1-301 SUMO = 144
  Rtt109 Vps75 = -4
  PvdQ acylase = 3
  RTF Ca sens inh = -5
  PfHsp90 set2 = -37
  CDK5 inh = -1.1

Further structures:
mol,LANA DNA inh,dFosB activator,RTF Ca sens act,Keap1-Nrf2 PPI,NSD2 inh,Mot1-301 SUMO,Rtt109 Vps75,PvdQ acylase,RTF Ca sens inh,PfHsp90 set2,CDK5 inh
O=C(O)c1ccc(N2C(=O)/C(=C/C=C/c3ccccc3)SC2=S)cc1,1.5,-18,-6,-2,5,-15,.,1,2,-18,-0.2
O=C(Nc1ccc(F)c(Cl)c1)NC1CC1,-0.1,6,-6,-8,6,2,-6,-12,3,2,0.8
CCOc1ccc(C(=O)NCc2ccc3c(c2)OCO3)cc1OCC,0.9,-3,-6,4,-3,-4,2,5,4,2,1.1
Cc1ccc(N2CC(C(=O)Nc3cccnc3)CC2=O)cc1C (stereo not given),-0.6,-4,-1,4,-2,-22,-1,3,-2,15,-1.8
COCCN(C(=O)CN1CCN(S(=O)(=O)c2ccc(F)cc2)CC1)c1c(N)n(Cc2ccccc2)c(=O)[nH]c1=O,1.3,5,3,-6,15,18,-29,-10,-18,15,-0.8
CCOc1cc(/C=N/NC(=O)C(C)Sc2ccccc2)ccc1O (stereo not given),-1.0,0,-4,-1,-3,.,-1,-4,-4,-7,-1.7
Cc1ccc(C(=O)CSc2nc3ccccc3c(=O)[nH]2)cc1C,0.7,4,-2,0,-3,18,-5,13,-9,-16,1.1
COc1ccccc1N(C)S(=O)(=O)c1ccc(C(=O)OCC(=O)N2CCC2)cc1,-1.4,-5,4,-6,-11,-3,0,-14,2,-1,-1.4
COc1ccc(OCc2cc(C(=O)NC3CCOCC3)no2)c2ccccc12,-0.6,-7,8,-2,21,6,0,-24,-5,-29,-2.7
CC(=O)n1nc(-c2ccc(C)cc2)nc1NCc1ccco1,-0.4,-3,-1,-6,-2,.,1,-12,-28,4,0.7
COc1ccc2c(CC(=O)OCC(=O)Nc3ccc(S(N)(=O)=O)cc3)coc2c1,-0.3,0,14,-3,-5,2,-8,-7,1,-15,-1.2
Cc1ccsc1C(=O)OCc1nc2ccsc2c(=O)[nH]1,-2.8,-1,2,-5,0,-14,4,0,3,-9,-0.7
COc1ccccc1N1CCN(CC(=O)NCC2CCCO2)CC1 (stereo not given),-0.3,-6,-1,-2,0,-2,15,0,-1,-7,0.4
CC(=O)Nc1ccc(Nc2cc(C(C)C)nc3c(-c4ccccc4)c(C)nn23)cc1,-0.6,3,0,2,-3,-28,9,4,2,108*,0.5
C=CCN(c1ccccc1)S(=O)(=O)c1cccc(C(=O)Nc2ncccc2C)c1,0.2,1,2,-1,-2,1,-2,-4,8,-6,2.1
Cc1ccc2[nH]c(=O)c(CN(CC3CCCO3)C(=S)Nc3ccccc3)cc2c1 (stereo not given),-0.6,3,2,2,-1,9,13,1,0,5,-0.5

Just Rtt109 Vps75 and Mot1-301 SUMO, for some of the entries so far:
Molecule | Rtt109 Vps75 | Mot1-301 SUMO
Cc1ccsc1C(=O)OCc1nc2ccsc2c(=O)[nH]1 | 4 | -14
COc1ccccc1N(C)S(=O)(=O)c1ccc(C(=O)OCC(=O)N2CCC2)cc1 | 0 | -3
C=CCN(c1ccccc1)S(=O)(=O)c1cccc(C(=O)Nc2ncccc2C)c1 | -2 | 1
CC(=O)n1nc(-c2ccc(C)cc2)nc1NCc1ccco1 | 1 | .

Entries listed so far that bear a hit mark in PfHsp90 set2.
SMILES	LANA DNA inh	dFosB activator	RTF Ca sens act	Keap1-Nrf2 PPI	NSD2 inh	Mot1-301 SUMO	Rtt109 Vps75	PvdQ acylase	PfHsp90 set2	CDK5 inh
CC(=O)Nc1ccc(Nc2cc(C(C)C)nc3c(-c4ccccc4)c(C)nn23)cc1	-0.6	3	0	2	-3	-28	9	4	108*	0.5
